TAAR1 ag: human TAAR1 agonists, primary screen, Fluo-8 calcium fluorescence, CHO RD-HGA16 cells. vehicle wells 0%, saturating PEA agonist 100%. activation, % at 3 µM. 360,000 compounds, 0.99% hits;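 active = activation above the mean activation of all test compounds in the run plus 3 SD, cut at about 38% in these data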
Target sequence (Q96RJ0 whole entry, looked up): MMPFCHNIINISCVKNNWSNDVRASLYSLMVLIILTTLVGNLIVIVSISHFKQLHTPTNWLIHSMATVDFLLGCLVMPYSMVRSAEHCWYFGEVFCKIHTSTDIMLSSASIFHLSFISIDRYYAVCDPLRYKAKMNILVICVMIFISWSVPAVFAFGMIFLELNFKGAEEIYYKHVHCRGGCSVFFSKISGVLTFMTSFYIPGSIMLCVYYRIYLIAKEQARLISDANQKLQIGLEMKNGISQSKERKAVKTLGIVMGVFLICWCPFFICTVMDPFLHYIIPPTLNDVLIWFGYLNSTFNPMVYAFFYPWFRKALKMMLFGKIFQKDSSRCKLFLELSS
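Test system: RD-HGA16 (CHO) cells co-expressing Gα16 and hTAAR1 / Benchmarks: DMSO vehicle as 0%, PEA at EC100 as 100% / Repeats: no replicates (n 1) / Measure: % activation from peak over basal fluorescence ratio, DMSO-to-PEA scaled / Timing: 17-24 h plating, Fluo-8 75 min 37 °C, 30 min RT / Technique: kinetic Fluo-8 calcium fluorescence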
CHRM4 antagonist: human M4 muscarinic receptor antagonists, primary screen, CHO cells, Fluo-8 calcium fluorescence | Muscarinic acetylcholine receptor M4 (Homo sapiens), P08173 | CHO-hM4 cells, ACh EC80 | inhibition, % at 3 µM | 360,000 compounds, 0.73% hits;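 active = inhibition above its plate's cutoff, the mean inhibition of sample wells plus 3 SD, cut at about 27% in these data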;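 note: 0% = acetylcholine EC80 with DMSO and 100% = DMSO without agonist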
Target sequence (P08173 whole entry, looked up): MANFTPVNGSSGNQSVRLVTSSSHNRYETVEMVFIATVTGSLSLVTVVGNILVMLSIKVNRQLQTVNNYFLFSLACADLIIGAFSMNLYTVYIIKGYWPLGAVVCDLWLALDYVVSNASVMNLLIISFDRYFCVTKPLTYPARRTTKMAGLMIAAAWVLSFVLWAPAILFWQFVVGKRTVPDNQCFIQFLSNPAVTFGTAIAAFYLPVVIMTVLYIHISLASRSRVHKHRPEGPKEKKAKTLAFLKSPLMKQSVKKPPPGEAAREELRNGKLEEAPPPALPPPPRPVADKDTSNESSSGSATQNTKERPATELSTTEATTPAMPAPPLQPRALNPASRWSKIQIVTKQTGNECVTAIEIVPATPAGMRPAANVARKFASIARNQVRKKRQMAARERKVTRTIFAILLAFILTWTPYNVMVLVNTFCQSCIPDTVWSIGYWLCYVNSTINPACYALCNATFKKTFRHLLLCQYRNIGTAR
CHRM4 agonist: human M4 muscarinic receptor agonists, primary screen, CHO-K1 cells, Fluo-8 calcium fluorescence; Muscarinic acetylcholine receptor M4 (Homo sapiens), P08173; CHO-K1 hM4/Gqi5; vehicle 0%, full acetylcholine response 100%; activation, % at 3 µM; 360,000 compounds, 0.14% hits; AID 624127, 2012;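 active = activation above the run mean over all test wells plus 3 SD, cut at about 32% in these data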;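 note: peak over basal fluorescence ratio per well then scaled between controls; 0% = DMSO wells and 100% = acetylcholine at EC100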
M1 ag: human M1 muscarinic receptor agonists, primary screen, Fluo-8 calcium fluorescence, CHO-K1 cells, HTS | Muscarinic acetylcholine receptor M1 (Homo sapiens), P11229 | activation, % at 3 µM | CHO-K1 hM1, agonist mode; 0% DMSO, 100% acetylcholine EC100 | 360,000 compounds, 0.33% hits;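 active = activation above the run's mean compound activation plus 3 SD, cut at about 16% in these data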;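 note: peak over basal fluorescence ratio within a 140 s kinetic read after compound addition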
M5 PAM: human M5 muscarinic receptor positive allosteric modulators, primary screen, CHO-K1 cells, Fluo-8 calcium fluorescence; Muscarinic acetylcholine receptor M5 (Homo sapiens), P08912; CHO-K1 hM5, ACh EC20 PAM; 0% = ACh EC20, 100% = ACh EC100; activation, % at 3 µM; 360,000 compounds, 0.3% hits; AID 624038, 2012;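 active = activation above the run cutoff, the mean activation of all test compounds plus 3 SD, cut at about 18% in these data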
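Measured by: Fluo-8 calcium fluorescence; material: human M5 receptor in CHO-K1 cells; schedule: Post-acetylcholine fluorescence recording 140 s; benchmarks: low control EC20 acetylcholine (0%), high control EC100 acetylcholine (100%); read-out: Max/basal fluorescence ratio as % of EC20–EC100 ACh window; compound: single dose, 3 µM nominal final test concentration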
M5 ag: human M5 muscarinic receptor agonists, primary screen, CHO-K1 cells, Fluo-8 calcium fluorescence; Muscarinic acetylcholine receptor M5 (Homo sapiens), P08912; CHO-K1 hM5 cells; 0% DMSO wells, 100% maximal acetylcholine response; activation, % at 3 µM; 360,000 compounds, 0.19% hits;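 active = activation above the run's mean over test compounds plus 3 SD, cut at about 23% in these data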;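 note: signal is peak over basal fluorescence ratio across the kinetic read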
M1 antag: human M1 muscarinic receptor antagonists, primary screen, CHO-K1 cells, Fluo-8 calcium fluorescence, 1536-well; CHO-K1 hM1, ACh EC80 antagonist; inhibition, % at 3 µM; 360,000 compounds, 1.3% hits;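 active = percent inhibition above its own plate's cutoff, namely the mean of that plate's compound wells plus 3 SD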;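 note: peak over basal fluorescence ratio during 140 s after agonist addition; 0% = ACh EC80 plus DMSO and 100% = DMSO alone without agonist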
CHRM1 PAM: human M1 muscarinic receptor positive allosteric modulators, primary screen, CHO-K1 cells, Fluo-8 calcium fluorescence, 1536-well. Muscarinic acetylcholine receptor M1 (Homo sapiens), P11229. CHO-K1 hM1, ACh EC20; 0% = ACh EC20, 100% = maximal ACh. activation, % at 3 µM. 360,000 compounds, 0.088% hits. AID 588819, 2011; in the data active = activation above about 19%, passing the limit was not always enough
M5 antag: human M5 muscarinic receptor antagonists, primary screen, CHO cells, Fluo-8 calcium fluorescence; CHO-hM5 cells, ACh EC80; inhibition, % at 3 µM; 360,000 compounds, 0.59% hits; AID 624040, 2012;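 active = inhibition above a per-plate cutoff, the mean of that plate's test compounds plus 3 SD, cut at about 27% in these data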;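 note: 0% = acetylcholine EC80 with DMSO and 100% = DMSO without agonist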
* = called active by the depositor; . = no result given; & = joins results of further samples. Not all compounds are listed, so the mix of outcomes need not match the whole.

SMILES	TAAR1 ag	CHRM4 antagonist	CHRM4 agonist	M1 ag	M5 PAM	M5 ag	M1 antag	CHRM1 PAM	M5 antag
COc1ccc(CCNC(=O)COc2ccc(N(C)S(=O)(=O)c3ccc(C)cc3)cc2)cc1OC	5	13	12	-1	-2	1	-11	5	5
CCOC(=O)C1CCC(CNCc2ccc(Cl)cc2)CC1 (stereo unspecified)	71*	42*	2	-10	-15	-7	45*	-20	21
CCc1cc(=O)oc2cc(C)cc(OC(C)C(=O)NC(Cc3c[nH]c4ccc(O)cc34)C(=O)O)c12 (stereo unspecified)	2	0	0	-2	1	0	-11	9	10
COC(=O)c1cccc(NC(=O)/C(=C\c2ccccc2)NC(=O)c2ccccc2Cl)c1	18	3	22	-1	-17	3	27	-15	8
CCc1ccc2c(c1)c(N=NC1=NC(=O)CS1)c(O)n2CC	1	2	-2	-3	2	-4	8	4	-1
CC(=O)n1c2c(c3ccccc31)OC(N)=C(C#N)C2c1cccc(Cl)c1Cl (stereo unspecified)	8	-5	1	-6	1	5	-5	11	-4
O=C(Nc1ccc(N2CCOCC2)c(Cl)c1)c1ncn[nH]1	0	-4	1	-2	2	2	-11	13	0
CCOC(=O)c1cnc2ccc(OCC)cc2c1N(C)Cc1ccccc1	8	-4	-3	-7	-9	-4	9	-8	4
COCCCNC(=O)c1ccc(Cn2c(=O)c3ccccc3n(Cc3cc(C)ccc3C)c2=O)cc1	3	5	0	-2	0	-2	-7	7	-1
Cc1cc(/C=N/NC(=O)c2ccc(O)cc2)c(C)n1CC(C)C	0	-6	0	-1	-1	-1	-20	13	0
O=C(Nc1cccc(S(=O)(=O)NCc2ccco2)c1)c1cc(-c2ccccc2)nc2ccccc12	17	16	13	-4	-4	-1	25	-18	22
FC(F)(F)c1cccc(CN2CCC(c3cc(-c4cccs4)n[nH]3)CC2)c1	10	0	11	-9	0	-4	11	-15	0
Cc1ccccc1N1CCN(C(=O)C2CCC(=O)N(C3CCCC3)C2)CC1 (stereo unspecified)	4	2	2	-2	-8	-1	3	0	15
CCOc1ccc2nc(SC3CC(=O)N(c4ccccc4)C3=O)sc2c1 (stereo unspecified)	.	4	1	-3	8	-12	-6	3	6
CCN(c1ccccc1)S(=O)(=O)c1cc(OC)ccc1OC	7	-11	-1	-8	8	-9	-10	12	-6
c1ccc(-c2oc3ncnc(NCCCn4ccnc4)c3c2-c2ccccc2)cc1	.	3	3	-8	-11	-4	19	-17	15
COc1ccc(CC(=O)Nc2c3c(nn2C(C)(C)C)CS(=O)C3)cc1 (stereo unspecified)	0	-19	0	0	-2	2	-12	7	2
O=C(NC1CCCCCC1)C1CCCN(S(=O)(=O)c2cccs2)C1 (stereo unspecified)	5	-1	1	-4	2	-2	-10	7	-6
COc1ccc(C(C#N)N2N=C(C)CC2c2ccccc2)cc1 (stereo unspecified)	-1	1	1	-4	-1	-3	1	2	7
CCCCc1nc2ccccc2c(NC(=O)CNC(C)(C)C)c1CCC	1	-5	1	-4	-1	0	-18	2	5
CC(=O)NCC(=O)NC1CC(C)(C)Cc2c1cnn2-c1ccccc1 (stereo unspecified)	1	5	0	-3	6	4	-14	7	3
CSCSC1=C(C#N)C(c2ccccc2Cl)C(C(C)=O)=C(C)N1 (stereo unspecified)	8	-9	-1	-2	-13	-3	-20	0	-4
O=C(Nc1cccnc1)C1(c2ccccc2)CCCC1	15	-1	1	-7	0	-12	-14	-2	3
Cc1ccnc(Nc2nc(-c3sc(C)nc3C)cs2)c1	-1	0	10	-2	-2	0	-5	0	9
CCn1c(SCC(=O)Nc2cc3oc4ccccc4c3cc2OC)nnc1-c1cccs1	1	-2	0	-5	-3	0	-6	2	2

Whole records as entered above.
Profile of `CC(=O)n1c2c(c3ccccc31)OC(N)=C(C#N)C2c1cccc(Cl)c1Cl` (stereo unspecified) = TAAR1 ag: 8; CHRM4 antagonist: -5; CHRM4 agonist: 1; M1 ag: -6; M5 PAM: 1; M5 ag: 5; M1 antag: -5; CHRM1 PAM: 11; M5 antag: -4
Profile of `Cc1cc(/C=N/NC(=O)c2ccc(O)cc2)c(C)n1CC(C)C` = TAAR1 ag: 0; CHRM4 antagonist: -6; CHRM4 agonist: 0; M1 ag: -1; M5 PAM: -1; M5 ag: -1; M1 antag: -20; CHRM1 PAM: 13; M5 antag: 0

Carrying on:
SMILES	TAAR1 ag	CHRM4 antagonist	CHRM4 agonist	M1 ag	M5 PAM	M5 ag	M1 antag	CHRM1 PAM	M5 antag
COc1ccc(C(=O)NCCN2CCOCC2)cc1OC	4	-1	2	-4	-7	-2	-12	9	4
COc1ccc(OCCCC(=O)Nc2cc([N+](=O)[O-])ccc2C)cc1	1	3	3	-2	1	0	-4	10	7
COc1ccc(C(C)=O)cc1COC(=O)CNC(=O)c1cc(C)cc(C)c1	3	-10	7	-5	1	2	2	-4	-8
COc1ccccc1OCC(=O)Nc1nnc(C2CCCC2)s1	3	1	2	-4	-4	-3	-8	2	4
CC(CCc1ccco1)NC(=O)Cn1ncc2c1-c1ccccc1OC2 (stereo unspecified)	1	-5	1	-2	0	3	-11	10	-3
COc1ccccc1Nc1nc(C)cs1	11&-1	7&-3	1&0	-4&-2	2&-1	-5&-3	-21&-9	4&8	-4&0
CC(C)OC(=O)c1cc(C(=O)c2cc(Br)ccc2O)coc1=N	2	-5	2	1	0	6	5	3	-3
COC(=O)CSc1nc(N)nc(C)c1Br	6	5	1	-6	3	-15	-6	7	-8
CCCc1cc(=O)n2[nH]c(C)c(-c3ccc(Cl)cc3)c2n1	-3	5	-1	-6	0	0	-14	12	3
Brc1cccc(-c2nnc(-c3ccccc3)o2)c1	15	-22	0	-5	8	-9	-23	4	-10
Cc1ccccc1CN(C)c1ccc(S(=O)(=O)N2CCN(C)CC2)cn1	1	-10	4	5	10	-3	6	7	-6
O=C(Oc1cccc2ccccc12)c1cc(Cl)nc2ccccc12	8	-7	0	-3	7	-1	-6	3	-3
O=C(OCc1ccccc1)c1cccc(-c2nnn(Cc3ccccc3)n2)c1	21	1	2	-2	4	-2	-30	5	-4
COc1ccccc1-n1c(=O)c2c3c(sc2n2c(SC(C)C)nnc12)CCC3	-1	11	0	-3	3	-3	-11	6	-1
c1ccc(C[C@H]2CN=C(Nc3ccccc3)N2CCCC2CCCCC2)cc1	47*	10	3	-5	4	6	8	-2	1
Cc1ccc(SCCNC(=O)C(CO)(CO)CO)cc1	5	-3	1	-6	4	0	-15	8	5
O=C(Nc1ccccc1C(F)(F)F)NC1(C(=O)N2CCOCC2)CCCCC1	-1	-1	3	-2	0	4	1	6	1
CCOC(=O)C1CCN(C(=O)COC(=O)CN(C)S(=O)(=O)c2ccc(NC(C)=O)cc2)CC1	1	2	1	-1	-3	-3	5	-2	11
Cc1ccc(S(=O)(=O)N[C@@H](Cc2ccccc2)C(=O)N2CCC(C(=O)N[C@@H](CC(C)C)C(=O)O)CC2)cc1	-1	-3	1	-3	1	-3	-10	8	3
CC1(C(=O)NS(=O)(=O)C2CC2)CCCN(C(=O)c2ccc(F)cc2Cl)C1 (stereo unspecified)	1	-1	0	-1	1	-1	-19	10	1
Clc1ccc(Nc2nc(C3CC3)cs2)cc1	-2	-3	-1	-5	-4	0	-2	6	1
CCCc1cc(=O)c2c(O)ccc(OC)c2o1	4	-4	-1	-5	-1	-2	-2	1	4
Cc1nc([N+](=O)[O-])c(Br)n1Cc1ccc(Cl)c(Cl)c1	51*	4	3	-1	1	-2	-9	5	7
CN(C(=O)c1ccc(NC(=O)Cc2cccc([N+](=O)[O-])c2)cc1)C1CC1	3	-3	2	-8	4	0	-7	5	2
Cc1nn(C)c(C)c1CNC(=O)Nc1ccc2c(c1)OCO2	1	-17	2	-5	10	3	0	1	-12
Other entries
SMILES	TAAR1 ag	CHRM4 antagonist	CHRM4 agonist	M1 ag	M5 PAM	M5 ag	M1 antag	CHRM1 PAM	M5 antag
CC1CCN(CCNC(=O)C2CCN(S(=O)(=O)c3cccc4nsnc34)CC2)CC1	8	2	-1	-5	-7	-9	26	-10	15
CCN(CC)C(=O)c1ccc(-c2nnc(Nc3cccc(O)c3)c3ccccc23)cc1	10	10	9	-6	-6	6	3	-5	5
O=C(NCCOc1nc(N2CCCCC2)nc(N2CCCCC2)n1)Nc1ccccc1	2	-1	1	-5	-4	-1	2	2	3
COC(=O)[C@H](CC(C)C)N(Cc1ccccc1)S(=O)(=O)N(Cc1ccc(OC)cc1)[C@@H](CC(C)C)C(=O)OC	-1	-7	1	-7	-3	-1	-9	6	10
CC1CCN(C(=O)C2CCCN(S(=O)(=O)c3cccc4nsnc34)C2)CC1 (stereo unspecified)	0	-2	4	-3	-1	-2	-7	3	11
COCCNC(=O)c1c[nH]c2ccc(S(=O)(=O)N3CCOCC3)cc2c1=O	2	-2	0	-3	-1	-1	-4	-1	10
NNC(=S)Nc1ccc(S(=O)(=O)N2CCOCC2)cc1	-2	-3	0	-4	-2	-3	-2	1	2
COc1ccc(C2CC2/C(C)=N/OC(=O)c2ccc(F)cc2)cc1 (stereo unspecified)	2	-1	10	-9	-15	-3	7	-4	-8
COc1ccc(S(=O)(=O)N2CCC(C(=O)NCc3cccc(OC)c3)CC2)cc1	17	11	2	-2	-2	-5	-2	3	4
Cc1ccccc1-c1cccc([C@@H]2C[C@H]3[C@H](CON3C)CN2C(=O)CCc2ccccc2)c1	5	-7	3	-3	3	3	-10	1	-8
O=C(O)CNC(=O)c1ccc2c(c1)OCCO2	2	2	1	-5	-1	1	-11	-1	1
CCc1nc(SCC(=O)NCc2ccco2)c2c3c(sc2n1)CCCC3	6	1	-1	-6	5	-11	-4	-1	-3
COc1ccc(NC(=O)c2cccc(N3C(=O)C4C5CCC(C5)C4C3=O)c2)cc1 (stereo unspecified)	13	-9	23	1	-9	1	23	-12	12
Cc1ccc(-n2nnnc2-c2cccnc2)cc1	2	4	0	-2	4	-1	-14	11	4
CCOC(=O)C(NCCc1ccccc1F)(NC(C)=O)C(F)(F)F (stereo unspecified)	72*	-4	1	-5	4	-1	-14	8	-8
CCCCCCCCN1C(=O)[C@H](CC(=O)NCc2cccc(C(F)(F)F)c2)C[C@@]2(C(=O)OCC)CCCC=C12	0	-8	-1	.	-4	-2	.	.	2
C=CCNC(=O)Cn1c(=O)c2c(ncn2CCC(C)C)n(Cc2ccccc2)c1=O	2	2	3	-9	-2	-1	-1	6	20
Cc1ccccc1/C=C1\Oc2ccccc2C1=O	4	-19	-1	-4	-6	2	-11	0	-12

Source: PubChem
